PLK1 PBD block: inhibitors of human PLK1 polo-box domain binding; P53350; Plk1 PBD binding of FITC phosphopeptide, fluorescence polarization; Potency, µM, for inactives: max response, negative = inhibition, most hits filed as inhibitors; hit rate 2.8% among 360,000; also: potency is read from the fitted curve at half-maximal effect; series mostly up to about 57 µM; % is scaled to controls: 0 for no effect and ±100 for the full control effect; nearly all actives have a fitted effect of over 65% in size
Target sequence (P53350 whole entry, looked up, the tested form may be a part): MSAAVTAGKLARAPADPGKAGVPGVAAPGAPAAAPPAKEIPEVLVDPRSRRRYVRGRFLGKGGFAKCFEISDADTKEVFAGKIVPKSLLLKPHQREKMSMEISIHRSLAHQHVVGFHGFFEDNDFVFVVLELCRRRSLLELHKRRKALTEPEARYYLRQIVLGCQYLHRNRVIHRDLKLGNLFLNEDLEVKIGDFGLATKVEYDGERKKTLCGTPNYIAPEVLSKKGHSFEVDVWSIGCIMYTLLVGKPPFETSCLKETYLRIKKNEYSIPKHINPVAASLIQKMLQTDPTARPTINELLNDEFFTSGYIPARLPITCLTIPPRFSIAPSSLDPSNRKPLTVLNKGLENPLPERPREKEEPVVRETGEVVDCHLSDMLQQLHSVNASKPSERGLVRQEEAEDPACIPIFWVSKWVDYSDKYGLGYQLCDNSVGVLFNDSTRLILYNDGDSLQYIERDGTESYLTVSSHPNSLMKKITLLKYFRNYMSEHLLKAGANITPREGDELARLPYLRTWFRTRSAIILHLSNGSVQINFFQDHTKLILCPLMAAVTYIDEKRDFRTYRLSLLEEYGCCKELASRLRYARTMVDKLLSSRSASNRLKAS
EPAC1 antagonist: antagonists of human EPAC1; EPAC1 GEF assay, Rap1b-BODIPY-GDP exchange fluorescence; hit rate 0.14% among 360,000; Potency, µM (highest dose often 115 µM), for inactives: at the highest dose activity change, negative = inhibition, most hits filed as inhibitors; AID 720709;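 also: potency is read from the fitted curve at half-maximal effect; plate controls were vehicle for no effect and positive control for full effect; nearly all actives have a fitted effect of over 50% in size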
CCT chaperon mod: modulators of cytosolic chaperonin (CCT/TRiC) activity; AID 651819; activity change, % (concentration not given with the values), hits read low; purified chaperonin ATPase assay, HTRF ADP detection, 30 min; hit rate 0.3% among 360,000; in the data active = activity change below about -30%; also: % is scaled to controls: 0 for no effect and ±100 for the full control effect
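Nucleotide hydrolysis assay: TRiC at 20–40 nM final (set by batch activity) with 10 uM ATP, 30 min at 37 °C, in presence of 76 uM compound. Detection by competitive ADP HTRF, 30 min ambient.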
PI5P4K alpha inh: blocks human PI5P4K alpha kinase activity; P48426; PI5P4Kalpha enzyme, ADP-Glo luminescence, 60 min; stronger effect = lower value; max response, %; hit rate 1.2% among 330,000; AID 652105; active = max response of -50% or lower; inconclusive = between -30% and -50%; inactive = -30% or higher; also: value at the top dose of about 77 µM; % is scaled to controls: 0 for no effect and ±100 for the full control effect
Target sequence (P48426 whole entry, looked up): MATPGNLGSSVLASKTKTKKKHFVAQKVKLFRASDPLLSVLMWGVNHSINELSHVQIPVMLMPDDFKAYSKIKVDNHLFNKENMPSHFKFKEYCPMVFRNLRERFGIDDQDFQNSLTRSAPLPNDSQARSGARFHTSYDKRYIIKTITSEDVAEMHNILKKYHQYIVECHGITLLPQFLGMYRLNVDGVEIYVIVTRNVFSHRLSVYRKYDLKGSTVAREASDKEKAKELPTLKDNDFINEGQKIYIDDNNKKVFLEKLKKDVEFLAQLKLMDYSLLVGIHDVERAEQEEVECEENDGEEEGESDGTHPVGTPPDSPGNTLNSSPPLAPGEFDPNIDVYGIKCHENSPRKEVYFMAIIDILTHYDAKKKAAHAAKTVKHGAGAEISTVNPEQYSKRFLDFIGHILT
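Human PI5P4Kalpha with substrate in 0.038 M HEPES pH 7.4, 0.28 mM EGTA, 0.1% CHAPS, 5% DMSO; reaction started with 5 microM ATP (final), 60 min at room temperature. ADP formed read by ADP-Glo luminescence.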
EPAC2 antag: antagonists of human EPAC2; Q8WZA2; EPAC2 GEF exchange of Rap1B-BODIPY-GDP, fluorescence; Potency, µM (titrated, usually from 114 µM), inactives show top-dose activity, negative = inhibition, most hits filed as inhibitors; hit rate 0.18% among 360,000; AID 720708; also: potency is read from the fitted curve at half-maximal effect; % is scaled to controls: 0 for no effect and ±100 for the full control effect; nearly all actives have a fitted effect of over 45% in size; many of its hits are not listed in these tables
Mm-Cpn inhibitor: inhibitors of Methanococcus maripaludis chaperonin (MmCpn); purified Mm-Cpn ATPase, ADP Transcreener TR-FRET; Potency, µM (series often up to 76.9 µM), for inactives: at the top dose activity, negative = inhibition, usual class: inhibitors; hit rate 0.031% among 330,000; also: potency is read from the fitted curve at half-maximal effect; % is scaled to controls: 0 for no effect and ±100 for the full control effect; nearly all actives have a fitted effect of over 80% in size
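Measured: ADP formation by purified Mm-CPN. Conditions: 25 nM protein, 10 uM ATP, Tris pH 7.4 with Mg2+, K+ and DTT, 37°C for 30 min. Detection: Transcreener HTRF after 30 min at room temperature.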
WRN inhibitor: blocks human WRN helicase; WRN helicase unwinding, fluorescent forked duplex, kinetic; Potency, µM (titrated, usually from 114 µM), for inactives: at the highest dose activity change, negative = inhibition, hits mostly inhibitors; hit rate 0.46% among 360,000; AID 651768; also: potency is read from the fitted curve at half-maximal effect; % is scaled to controls: 0 for no effect and ±100 for the full control effect; nearly all actives have a fitted effect of over 55% in size
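WRN at 20 nM final preincubated with compound 15 min at room temperature; reaction started with 100 nM fluorophore/quencher forked duplex oligonucleotide and 2 mM ATP final. Unwinding followed kinetically by red fluorescence (ex 525, em 598 nm).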
EPAC1 agonist: activates human EPAC1 exchange factor; Potency, µM (top dose mostly 154 µM), inactives show at the top dose activation, hits mostly activators; AID 720707; EPAC1 agonist qHTS, biochemical assay; response scale: 100% = response to 6.5 mM cAMP; hit rate 0.073% among 360,000; also: potency is read from the fitted curve at half-maximal effect; nearly all actives have a fitted effect of over 60% in size
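Read-out is the fluorescence drop as BODIPY-GDP leaves Rap1B (480 nm excitation, 540 nm emission), recorded every 5 minutes over 30 minutes. Reactions held 100 nM EPAC1, 250 nM Rap1B–BODIPY-GDP and 50 uM GDP, with 6.5 mM cAMP setting full activation.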
Starred values were filed as active, the others as inactive; ? = inconclusive; / = not tested or not shown; [ ] = remark or other dose. Unless noted, calls follow the shape of the dose curve; as a rule, active = well fitted curve in the direction sought with a large enough effect; inconclusive = small, poorly fitted or top-dose-only effect, or another doubt; inactive = no such curve, though single readings can be large; an effect the other way counts as inactive or inconclusive.

SMILES | PLK1 PBD block | EPAC1 antagonist | CCT chaperon mod | PI5P4K alpha inh | EPAC2 antag | Mm-Cpn inhibitor | WRN inhibitor | EPAC1 agonist
CCCc1nc2c(C)cc(Br)cn2c1Cc1ccsc1 | -11% | 8% | 0.4 | -8 | -29% | / | 1% | 6%
CCCCn1c(N)c(N(CCOC)C(=O)c2ccc3c(c2)C(=O)N(c2ccccc2C)C3=O)c(=O)[nH]c1=O | -7% | 7% | -0.7 | -4 | 1% | 2% | -4% | 1%
CC1=C(C(=O)N2CCOCC2)CC(CC(=O)NC2CC2)C(=O)N1Cc1ccc(F)cc1 (configuration not stated) | -11% | 6% | 0.5 | -2 | 8% | / | 7% | 17%
COCc1cccc(-c2csc(C(NC(C)=O)c3ccccc3)n2)c1 (configuration not stated) | -2% | 9% | 0.6 | 0 | -3% | / | -7% | -11%
COc1ccccc1C(C)NC(=O)CCOc1cccc(C)c1 (configuration not stated) | 4% | -17% | 2.2 | 2 | 2% | -5% | -3%[57.1 µM] | -12%
CC(C)(C)OC(=O)N1CCC[C@H]1C(=O)N1CCC[C@H]1C(=O)NCc1ccncc1 | -6% | 8% | 0.7 | 6 | 20% | / | -2% | 4%
O=C(O)CCN1C(=O)c2ccc(Oc3ccc([N+](=O)[O-])cc3)cc2C1=O | -7% | -11% | -0.3 | -6 | 0% | 2% | -29% | 7%
C=CCn1c(SCC(=O)Nc2c(C)n(C)n(-c3ccccc3)c2=O)nc2ccccc2c1=O | -2% | 1% | -0.2 | 2 | -2% | 0% | 2% | 0%
CCCC[C@H](CC(=O)c1ccccc1)[C@@H](OC(C)=O)C(=O)Oc1c(C(C)C)cccc1C(C)C | -2% | 2% | -1.9 | -4 | 7% | 0% | 12% | -7%
Cc1cc2ccccc2n1CCNC(=O)c1ccc(S(=O)(=O)N2CCOCC2)cc1 | -3% | 3% | -5.0 | / | -2% | 32µM* | -10% | -3%
COc1cc(/C=N/NC(=O)c2ccc3ccccc3c2)ccc1Oc1ccc([N+](=O)[O-])cn1 | -11% | 3% | -0.6 | -1 | -8% | -6% | 1% | 11%
CCOC(=O)c1nn(-c2ccccc2)c(=O)cc1OCC(=O)Nc1cc(C)ccc1OC | -9% | -7% | 0.1 | -11 | -7% | -2% | -20% | 5%
CCN(CC)CCOC(=O)c1ccc(N/C=C(/C#N)c2nc(-c3cc4ccccc4oc3=O)cs2)cc1 | 3% | -10% | -0.7 | ? | 19% | -6% | -24% | -29%
Oc1ccc(F)cc1-c1cc(-c2ccc3c(c2)OCCO3)n[nH]1 | -3% | 1% | -1.4 | -9 | -3% | 0% | -6% | 10%
Cc1nc2ccccc2c(=O)n1NC(=O)c1ccco1 | -8% | 0% | 0.7 | 1 | -4% | -4% | -8% | 4%
COc1ccc(CSc2nnnn2Cc2ccccc2)cc1OC | -1% | 0% | 1.0 | / | -8% | -2% | -11% | 7%
C(=N\Nc1ccccn1)/c1ccc(N2CCOCC2)cc1 | -18% | -1% | -4.0 | -10 | -1% | -1% | 1% | 12%
CCOC(CNC(=O)C1CCN(S(=O)(=O)c2ccc3nc4c(c(C(=O)O)c3c2)CCCCC4)CC1)OCC | -8% | -6% | -1.8 | 4 | -10% | 1% | 3% | 2%
CN(C)c1ccc(/C=C2\CCCc3c2nc2ccccc2c3C(=O)O)cc1 | -5% | -22% | -2.1 | 7 | 0% | -16% | -12% | 4%
CCC(C)(C)C1CCc2[nH]nc(C(=O)NCC3CC3)c2C1 (configuration not stated) | 4% | -2% | -0.1 | 0 | 5% | -4% | -3% | -8%
Cc1cc(CN(C)C(=O)CC2C(=O)NCCN2CC(c2ccccc2)c2ccccc2)on1 (configuration not stated) | -6% | 10% | -0.6 | 0 | 4% | 0% | -3% | 6%
Cc1[nH]n2c(=O)cc(Cc3ccccc3)nc2c1C#N | ? | -9% | -0.1 | -9 | -1% | -1% | 4% | 1%
Cc1oc(-c2ccccc2)[n+]([O-])c1C | -8% | -9% | 3.3 | -5 | 3% | 0% | 4%[57.1 µM] | -3%
CCOc1cc(Br)c(C=O)cc1OCC | -12% | 3% | 0.0 | 2 | -15% | -1% | -3% | 1%
COc1ccc([N+](=O)[O-])cc1NC(=O)Cc1c(Cl)cccc1Cl | -4% | 9% | -0.5 | -6 | 2% | 3% | 2% | -8%
Cc1ccccc1CSc1nnc(-c2cccs2)n1Cc1ccco1 | -4% | 4% | 1.6 | / | 0% | 1% | -15% | 13%
CCN(CC(=O)NCc1ccc(Cl)cc1)C(=O)c1ccc(C#N)cc1 | 1% | -3% | -0.7 | 7 | -3% | 1% | -2% | -2%
COc1ccc2[nH]c3c(c2c1)CCN1C(=O)C(CC(=O)NCCN2CCOCC2)C[C@H](C(=O)N2CCOCC2)[C@@]31C (some centres not stated) | -11% | -26% | -0.1 | -1 | -4% | 3% | 3% | 15%
O=C(CN1CCN(c2ccc(Cl)cc2[N+](=O)[O-])CC1)N1CCOCC1 | 9% | 11% | -2.4 | -1 | -1% | 1% | 0% | 1%
O=C(CCSc1ccccc1)N1CCN(C(=O)c2ccco2)CC1 | -8% | -21% | -1.6 | / | 0% | 0% | -2% | -5%
O=C(Cn1nnc2ccccc2c1=O)Nc1ccc(S(=O)(=O)N2CCOCC2)cc1 | -10% | 5% | 2.0 | -25 | -5% | 0% | -1% | 5%
CN1CCC(OC(=O)COc2ccc(F)cc2)CC1 | -1% | 9% | -3.9 | 3 | 2% | -1% | -5% | -4%
CC(C)C[C@H]1CNC(=S)N1C[C@H]1CCCN1C[C@H](CC(C)C)N1C[C@H](Cc2ccc(O)cc2)N(CC2CCCCC2)C1=S | -15% | -11% | 0.5 | -5 | -22% | / | -4% | -17%
CCNC(=S)NNc1nncc2ccccc12 | -10% | -12% | -0.8 | -11 | -3% | -2% | 9% | 4%
FC(F)(F)c1cnc(-c2cnc(-c3cccnc3)nc2)c(Cl)c1 | 24µM* | -5% | 0.7 | -5 | 5% | 1% | 6% | -12%
CCCCC1(C(=O)OCC)CC(CN2CCOCC2)OC1=O (configuration not stated) | 1% | 10% | -2.6 | -1 | 5% | 3% | 4% | -1%
O=C(Nc1ccccc1Cl)C1(c2ccccc2)CC1(Cl)Cl (configuration not stated) | 4% | 0% | -2.9 | 3 | -1% | 1% | 0% | -2%
Cc1cc(O)cc(=O)n1C | -7% | 3% | -0.4 | 8 | 8% | -1% | 3% | -1%
Cn1c(Cn2cnc([N+](=O)[O-])n2)nnc1SCC(=O)Nc1cccc(Cl)c1 | -2% | -3% | -3.0 | -4 | 6% | -2% | 7% | -11%
O=C(CCc1nnc2ccc(N3CCC4(CC3)OCCO4)nn12)NCc1ccccc1Cl | -3% | 10% | 0.2 | 5 | -3% | 3% | -2% | 2%
Cc1nc2ccc(NC(=O)N(C(C)C)C(C)C)cc2s1 | -8% | 1% | -0.2 | 1 | 3% | -1% | -4% | 6%
C[C@@H]1CN([C@@H](C)CO)C(=O)c2cc(Br)cnc2O[C@@H]1CN(C)C(=O)Nc1ccc(F)cc1 | -16% | ? | -0.5 | 0 | 3% | / | 5% | -4%
COC(=O)c1cc(NCc2ccc3c(c2)OCO3)ccc1N1CCOCC1 | -11% | -1% | -2.0 | / | -7% | -4% | 5% | 15%
CCn1c(=O)c(C(=O)Nc2ccccc2F)c(O)c2ccccc21 | -11% | -1% | -0.7 | 0 | 18% | -2% | 2% | 13%
CCn1c(SCc2ccc(F)cc2)nc2ccccc2c1=O | -1% | -18% | -1.3 | 15 | -10% | 0% | -9% | -3%
C=CCn1cc(CN2CCC(C(=O)Nc3cccc(-c4cccc(Cl)c4)c3)CC2)c(C)n1 | -7% | -6% | 0.7 | -1 | -12% | 2% | -3% | 2%
COc1ccc(OCCCON2C(=O)c3ccccc3C2=O)cc1 | -10% | -2% | -2.4 | 1 | -8% | -2% | -2% | 9%
O=C(O)c1cccc(NC(=O)c2ccc3c(c2)C(=O)N(c2ccccc2)C3=O)c1 | -1% | -8% | 0.1 | -2 | -2% | 0% | -5% | 10%
Cc1cc(NC(=O)c2cc(-c3ccco3)on2)no1 | -9% | ? | -0.9 | / | -2% | 0% | 1% | 0%
COc1ccc(C2/C=C\CN(C(=O)c3ccccc3)[C@H](Cc3ccccc3)C(=O)N2Cc2ccc(F)cc2)cc1 (some centres not stated) | 1% | -23% | -1.0 | 12 | -7% | 0% | 3% | 0%

Mm-Cpn inhibitor, entries above that show a hit
SMILES | PLK1 PBD block | EPAC1 antagonist | CCT chaperon mod | PI5P4K alpha inh | EPAC2 antag | Mm-Cpn inhibitor | WRN inhibitor | EPAC1 agonist
Cc1cc2ccccc2n1CCNC(=O)c1ccc(S(=O)(=O)N2CCOCC2)cc1 | -3% | 3% | -5.0 | / | -2% | 32µM* | -10% | -3%

Grouped by structure: the entries above with fluorine.
SMILES | PLK1 PBD block | EPAC1 antagonist | CCT chaperon mod | PI5P4K alpha inh | EPAC2 antag | Mm-Cpn inhibitor | WRN inhibitor | EPAC1 agonist
CC1=C(C(=O)N2CCOCC2)CC(CC(=O)NC2CC2)C(=O)N1Cc1ccc(F)cc1 (configuration not stated) | -11% | 6% | 0.5 | -2 | 8% | / | 7% | 17%
Oc1ccc(F)cc1-c1cc(-c2ccc3c(c2)OCCO3)n[nH]1 | -3% | 1% | -1.4 | -9 | -3% | 0% | -6% | 10%
CN1CCC(OC(=O)COc2ccc(F)cc2)CC1 | -1% | 9% | -3.9 | 3 | 2% | -1% | -5% | -4%
FC(F)(F)c1cnc(-c2cnc(-c3cccnc3)nc2)c(Cl)c1 | 24µM* | -5% | 0.7 | -5 | 5% | 1% | 6% | -12%
C[C@@H]1CN([C@@H](C)CO)C(=O)c2cc(Br)cnc2O[C@@H]1CN(C)C(=O)Nc1ccc(F)cc1 | -16% | ? | -0.5 | 0 | 3% | / | 5% | -4%
CCn1c(=O)c(C(=O)Nc2ccccc2F)c(O)c2ccccc21 | -11% | -1% | -0.7 | 0 | 18% | -2% | 2% | 13%
CCn1c(SCc2ccc(F)cc2)nc2ccccc2c1=O | -1% | -18% | -1.3 | 15 | -10% | 0% | -9% | -3%
COc1ccc(C2/C=C\CN(C(=O)c3ccccc3)[C@H](Cc3ccccc3)C(=O)N2Cc2ccc(F)cc2)cc1 (some centres not stated) | 1% | -23% | -1.0 | 12 | -7% | 0% | 3% | 0%

An excerpt. The share of hits here may be higher or lower than overall.
